# Mac1 fbg enh = enhancers of human CD11b/CD18 binding to fibrinogen; AID 1499; 0.07% of 93,000 active; K562 CD11b/CD18 adhesion to fibrinogen, ATPlite luminescence; activation, % at 10 µM; P05107+P11215;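 active means 10 µM primary screen giving 50% or more activity, confirmed by 40% or more on retest at that dose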; further: strong numbers were not always called active; reference of the scale not given here
# CD11b adhes inh = blocks human CD11b/CD18 adhesion to fibrinogen. P05107+P11215. K562 CD11b/CD18 adhesion to fibrinogen, ATPlite luminescence; Mn2+ added to activate the integrin. 0.54% of 93,000 active. AID 1497. inhibition, % at 10 µM;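 active means primary inhibition of 50% or more at 10 µM, then 40% or more on retest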; further: some results filed as inactive read as strong as hits
# ERb SRC1 inh = blocks coactivator binding to human estrogen receptor beta; AID 633; TR-FRET ER-beta LBD / SRC1-Cy5 peptide binding; receptor agonist-loaded with 1 µM estradiol; 1.3% of 86,000 active; inhibition, % at 25.6 µM;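 active means compounds whose percent inhibition of the receptor-coactivator binding signal exceeds about 50% in the single-dose screen, limit read from the data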;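 further: 0% = receptor plus peptide wells without compound and 100% = peptide-only wells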
# MT1-MMP txn act = MT1-MMP promoter transcription activation | HT1080 MT1-MMP promoter luciferase reporter, luminescence, overnight; stronger effect = higher value | activation factor at 10 µM | 0.16% of 86,000 active | AID 750;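 active means activation factor of at least 2 for MT1-MMP transcription at 10 µM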
# Candida biofilm = kills Candida albicans biofilms. C. albicans biofilm + clotrimazole, Alamar Blue. inhibition, % at 6 µM. 0.14% of 85,000 active;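 active means inhibition above 20%; inactive means inhibition below 20%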;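 further: preformed 24 hr biofilms exposed to compound for 48 hr; 0% = biofilm without compound and 100% = blank killed by clotrimazole plus chlorhexidine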
# sEH activator = soluble epoxide hydrolase (human) activation. 0.04% of 91,000 active. purified human sEH enzymatic activity, activator screen. P34913. activation, % at 2 µM; in the data active means activation above about 37%; further: values of inactives mirror those of a sister screen read the other way
# Smad3 inh = Smad3 (human) transcription factor binding inhibition. P84022. TR-FRET Smad3/Dy647-FoxH1 peptide binding, europium anti-His. inhibition, % at 25 µM. 0.29% of 88,000 active. AID 630;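 active means compounds that reduce the energy-transfer binding signal between the protein and its labelled peptide by more than half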;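 further: 0% = Smad3 plus labelled peptide maximal FRET and 100% = peptide-only background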
# Target sequence (P84022 whole entry, looked up): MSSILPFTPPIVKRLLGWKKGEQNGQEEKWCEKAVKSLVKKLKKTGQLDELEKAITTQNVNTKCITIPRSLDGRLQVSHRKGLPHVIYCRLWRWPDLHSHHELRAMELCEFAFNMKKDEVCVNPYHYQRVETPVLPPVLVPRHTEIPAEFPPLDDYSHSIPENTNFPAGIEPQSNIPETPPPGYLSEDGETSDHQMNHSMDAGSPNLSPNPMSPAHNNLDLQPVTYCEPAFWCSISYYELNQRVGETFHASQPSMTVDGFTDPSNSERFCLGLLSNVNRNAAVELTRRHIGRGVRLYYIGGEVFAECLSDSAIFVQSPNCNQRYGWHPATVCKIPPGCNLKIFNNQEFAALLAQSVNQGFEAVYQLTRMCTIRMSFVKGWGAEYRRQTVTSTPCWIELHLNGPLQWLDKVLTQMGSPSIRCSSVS
# ERa coact pot = ER-alpha (human) coactivator binding potentiation; 1.3% of 86,000 active; TR-FRET ERalpha-LBD/SRC-Cy5 coactivator binding, 2 h; 100 = basal binding, no effect; AID 639; P03372; coactivator binding (% of control), % at 25.6 µM; in the data active means activity above about 200%;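 further: binding measured in presence of low estradiol as agonist stimulus; 0% = peptide alone without receptor and 100% = receptor with peptide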
# Target sequence (P03372 whole entry, looked up, the tested form may be a part): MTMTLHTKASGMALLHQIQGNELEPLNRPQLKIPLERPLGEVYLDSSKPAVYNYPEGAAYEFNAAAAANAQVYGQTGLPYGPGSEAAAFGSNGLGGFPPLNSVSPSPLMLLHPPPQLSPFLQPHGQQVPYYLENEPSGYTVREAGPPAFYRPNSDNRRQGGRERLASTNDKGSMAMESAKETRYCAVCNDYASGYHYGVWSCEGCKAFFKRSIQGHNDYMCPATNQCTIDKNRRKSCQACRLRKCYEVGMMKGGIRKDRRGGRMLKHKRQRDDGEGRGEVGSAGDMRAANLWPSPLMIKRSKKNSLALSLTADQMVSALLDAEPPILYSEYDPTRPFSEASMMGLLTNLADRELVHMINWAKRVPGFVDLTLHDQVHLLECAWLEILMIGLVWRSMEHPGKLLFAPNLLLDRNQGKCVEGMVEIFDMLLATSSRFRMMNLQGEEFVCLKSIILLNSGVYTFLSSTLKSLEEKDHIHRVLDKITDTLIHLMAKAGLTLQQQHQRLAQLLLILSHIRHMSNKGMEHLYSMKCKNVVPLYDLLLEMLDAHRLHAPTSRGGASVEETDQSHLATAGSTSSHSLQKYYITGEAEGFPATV
# sEH inh = soluble epoxide hydrolase (human) inhibition; P34913; inhibition, % at 2 µM; AID 707; 0.34% of 91,000 active; recombinant human sEH enzymatic activity assay; in the data active means inhibition above about 80%; further: values of inactives mirror those of a sister screen read the other way; many of its hits are not listed in these tables
# Starred values were filed as active, the others as inactive; x = no result given; [ ] = another dose, or the depositor's remark. Only part of the results is shown; count on the stated rates, not on these rows.
SMILES,Mac1 fbg enh,CD11b adhes inh,ERb SRC1 inh,MT1-MMP txn act,Candida biofilm,sEH activator,Smad3 inh,ERa coact pot,sEH inh
Cc1ccc2oc(=O)cc(CN3CCC(C)CC3)c2c1,1,-6,-2,1.3,5,1,-3,98,0
CSc1nc(C)cc(-n2cc(F)c(=O)[nH]c2=O)n1,-3,10,1,1,10,-2,2,106,2
COCCCNC(=O)C1CCN(C(=O)c2cc3sccc3n2Cc2ccc(F)cc2)CC1,-4,-23,-12[fluorescence artefact?],1,3,4,1,114,-3
O=C(CSc1nc2ccccc2[nH]1)N1CCN(c2ccccc2)CC1,-1,3,-6,1.1,5,x,-1,104,x
Cn1c(=O)oc2cc(S(=O)(=O)NCCN3CCc4ccccc4C3)ccc21,x,x,-2,1.2,8,x,9,138,x
Cc1nn(Cc2ccccc2Cl)c(C)c1NC(=O)c1cc(-c2ccc(F)cc2)on1,94,-33,x,1.1,x,-14,x,x,16
N/N=c1\sc2ccccc2n1-c1ccccc1,x,x,-16,1.1,-2,-5,1,91,8
CCOC(=O)c1[nH]c2cc(OC)c(OC)cc2c1NC(=O)CN1CCN(C)CC1,1,-20,-2,0.9,9,x,2,125,x
Cc1ccc(-n2ncc3c(=O)[nH]c(SCC(=O)N4CCOCC4)nc32)cc1,-4,-30,-10,1.1,10,5,-6,108,-7
CCCNC(=O)Nc1ccccc1C(=O)Nc1ccc(OC)cc1,0,-26,-5,1.1,-2,3,-14,103,-2
Cc1cc(C(=O)Nc2cccc(/C=C/C(=O)O)c2)c(C)o1,0,20,x,x,x,-1,x,x,3
Cc1cc(C)c(S(=O)(=O)c2ccccc2)c(Cl)n1,1,-16,x,x,x,5,x,x,-2
O=C(c1cnc2n(c1=O)CCS2)N1CCN(c2ccc([N+](=O)[O-])cc2)CC1,4,-16,-1,x,10,-7,0,108[fluorescence artefact?],6
CC(C)CC(NC(=O)C1CCC(C)CC1)C(=O)Nc1ccccn1 (stereo unspecified),0,-13,-13[fluorescence artefact?],1.4,7,x,8,114,x
Cc1ccc(C)c(Cn2nnc3c(=O)[nH]c(C4CCCN(C(=O)CC(C)C)C4)nc32)c1 (stereo unspecified),-1,13,4,1.1,3,12,2,101[fluorescence artefact?],-11
O=C(Nc1ccccc1-c1ccccc1)c1ccc(NC(=O)c2ccco2)cc1,-2,6,12,0.9,-9,0,3,105[fluorescence artefact?],2
Cc1ccc(NC(=O)C2CCC(=O)N2)cc1C (stereo unspecified),x,x,-6,1.2,6,-5,13[fluorescence artefact?],100,5
O=c1[nH]c(CN2CCCCC2)nc2c1C1(CCCC1)Cc1ccccc1-2,x,x,-5,1.1,1,-3,7,99,8
O=C(CSc1ccccc1)N1CCc2ccccc21,-3,7,-14,1.7,4,-3,-14,97,6
COc1cc(-c2nc3oc4ccccc4c(=O)c3c(=O)n2Cc2ccco2)cc(OC)c1OC,0,-4,-24,1,10,4,9,100[fluorescence artefact?],-6

# Exported tab-delimited: entries from further up.
SMILES	Mac1 fbg enh	CD11b adhes inh	ERb SRC1 inh	MT1-MMP txn act	Candida biofilm	sEH activator	Smad3 inh	ERa coact pot	sEH inh
CSc1nc(C)cc(-n2cc(F)c(=O)[nH]c2=O)n1	-3	10	1	1	10	-2	2	106	2
CCCNC(=O)Nc1ccccc1C(=O)Nc1ccc(OC)cc1	0	-26	-5	1.1	-2	3	-14	103	-2

# (listing goes on)
SMILES,Mac1 fbg enh,CD11b adhes inh,ERb SRC1 inh,MT1-MMP txn act,Candida biofilm,sEH activator,Smad3 inh,ERa coact pot,sEH inh
Cc1ccc(NCc2nnc(SCC(=O)c3ccccc3)n2Cc2ccco2)c(C)c1,2,-4,10,1.2,5,6,10,104,-5
O=C(NCc1ccccn1)c1ccc(Br)s1,-2,-4,7,0.9,2,4,1,108,1
CC1(C)Cc2ccccc2-c2nc(-c3ccccc3)oc(=O)c21,12,-23,-5,1,0,8,16,98,-9
COc1ccc(C)cc1NS(=O)(=O)c1ccc(NS(=O)(=O)c2ccc(NC(C)=O)cc2)cc1,x,x,43[fluorescence artefact?],1.1,2,12,2,111,-12
CCc1cccc(C)c1NC(=O)c1ccoc1C,1,-2,4,1.2,9,1,4,93,-3
O=C(Cc1cc(=O)[nH]c(=O)[nH]1)N1CCC(Cc2ccccc2)CC1,x,x,-5,1,-1,4,2,99,-6
COc1ccc(NC(=O)c2ccccc2NC(=O)COc2ccccc2)cc1,-2,13,38[fluorescence artefact?],1,-3,21,17[fluorescence artefact?],211*[fluorescence artefact?],-19
CCOc1ccc(-c2onc(C(F)(F)F)c2-c2cscn2)c(O)c1,-1,8,x,x,x,-5,x,x,7
CCOc1cc(CNCc2ccccn2)ccc1OCC(=O)NC1CCCCC1,-4,-3,x,x,x,6,x,x,-4
Fc1cccc(F)c1CSc1nc2ccccc2[nH]1,-4,14,-6,0.8,4,-23,10,90,20
CCn1c(N)c(C(=O)N2CCOCC2)sc1=S,2,2,-2,1,7,x,9,99,x
Cn1nnc2cc(C(=O)N3CCCCCC3)ccc21,x,x,-2,1,9,0,-2,101,4
COc1ccc(CCn2nnnc2C(C(C)C)N2CCN(c3ncccn3)CC2)cc1OC (stereo unspecified),1,-11,3[fluorescence artefact?],1.1,7,-2,6,142,3
C=CCSc1nc2ccccc2c(=O)[nH]1,-1,5,-1,1.1,6,-3,15,113,2
Cc1onc(-c2ccccc2)c1C(=O)n1nnc2ccccc21,6,-50,-3,1,3,23,3,87,-23
O=C(CN(C(=O)CCC(=O)Nc1nccs1)c1cccc(F)c1)NCC1CCCO1 (stereo unspecified),-5,-6,2[fluorescence artefact?],1.1,6,13,14[fluorescence artefact?],119[fluorescence artefact?],-15
COc1ccc(NC(=O)c2ccco2)cc1NC(=O)c1ccc(Br)o1,4,-45,-1,0.9,6,-11,1,104,8
OC(c1ccc(OCc2ccccc2)cc1)c1nnc(-c2ccccc2)o1 (stereo unspecified),-5,-7,x,x,x,-8,x,x,6
Cc1ccc(C(=O)Nc2cc(C(F)(F)F)ccc2N2CCCCC2)cc1[N+](=O)[O-],2,-8,x,x,x,8,x,x,-7
COC1CCCCC1NS(=O)(=O)c1ccccc1 (stereo unspecified),-1,-23,1,1,-3,10,-7,106,-10

# Another view of 4 compounds above:
canonical_smiles	Mac1 fbg enh	CD11b adhes inh	ERb SRC1 inh	MT1-MMP txn act	Candida biofilm	sEH activator	Smad3 inh	ERa coact pot	sEH inh
O=C(Cc1cc(=O)[nH]c(=O)[nH]1)N1CCC(Cc2ccccc2)CC1	x	x	-5	1	-1	4	2	99	-6
COC1CCCCC1NS(=O)(=O)c1ccccc1 (stereo unspecified)	-1	-23	1	1	-3	10	-7	106	-10
Cc1onc(-c2ccccc2)c1C(=O)n1nnc2ccccc21	6	-50	-3	1	3	23	3	87	-23
C=CCSc1nc2ccccc2c(=O)[nH]1	-1	5	-1	1.1	6	-3	15	113	2

# (continued)
SMILES,Mac1 fbg enh,CD11b adhes inh,ERb SRC1 inh,MT1-MMP txn act,Candida biofilm,sEH activator,Smad3 inh,ERa coact pot,sEH inh
Cc1ccc(NC(=O)CN(C)C(=O)CSc2n[nH]c(N)n2)cc1,x,x,-14,1.1,5,x,1,106,x
C/C(=N/OCC(=O)Nc1ccccc1)c1cccs1,4,-4,x,x,x,8,x,x,-6
COC(=O)NNC(=O)COc1ccc(Br)c(C)c1,-3,-10,x,x,x,-5,x,x,6
CN(C)S(=O)(=O)c1ccc(NS(=O)(=O)/C=C/c2ccccc2)cc1,6,-9,-4,1,2,2,0,112,-2
COCCn1c(C)cc(C(=O)COC(=O)c2c(C)nn(Cc3ccccc3)c2C)c1C,-1,-1,-9,1,6,11,0,105[fluorescence artefact?],-11
Nc1nc(SCc2c(Cl)cccc2Cl)n[nH]1,-1,-41,16,1,6,0,1,98,0
Cn1c(=O)cc(OCC(=O)N2CCCc3ccccc32)c2ccccc21,-2,-18,-15,1.1,3,x,-2,111,x
O=c1cc(-c2ccco2)oc2c1ccc1ccccc12,-2,20,52*[fluorescence artefact?],1.2,5,-5,1,327*,1
CCN(CC)CCCn1c(C)cc2c(c1=O)C(c1cccc(Cl)c1)C(C#N)=C(N)O2 (stereo unspecified),x,x,-1[fluorescence artefact?],1.1,7,9,3,97,-7
CCn1nc(C(=O)OCC(=O)c2c[nH]c3ccccc23)c2ccccc2c1=O,-5,-14,10[fluorescence artefact?],1.2,10,10,-14,80[fluorescence artefact?],-9
CCOc1ccc2c(C)c(Cl)c(=O)oc2c1,-3,-22,5[fluorescence artefact?],1.2,-2,-5,15,97,3
CC1CC(N(C(=O)c2ccco2)c2ccccc2)c2ccccc2N1C(=O)c1ccco1 (stereo unspecified),1,6,7[fluorescence artefact?],1,5,8,-16,107,-5
COc1cccc(CNC(=O)C2CCCN(c3nc4ccccc4o3)C2)c1 (stereo unspecified),1,4,2[fluorescence artefact?],1,-2,x,5,94,x
Cc1ccc(C)n1-c1ccc(-n2cnnn2)cc1,34,-18,27[fluorescence artefact?],0.9,5,4,-4,85[fluorescence artefact?],-2
Cc1nnc(-c2ccccc2)c(=O)n1/N=C/c1c(O)ccc2ccccc12,-2,-6,x,x,x,7,x,x,-4
CCOC(=O)CCCSc1nc2sc3c(c2c(=O)[nH]1)CCC3,6,-47,2,1.1,-2,-9,7,100,11
COc1ccc(C(=O)N(Cc2ccccc2)Cc2cc3cc4c(cc3[nH]c2=O)OCCO4)cc1,x,x,16,1.2,-4,3,-5,96,-4
CCCCN1CC(O)=C(c2nc3ccccc3[nH]2)C1=N,-7,8,-2,1.4,15,17,6,105,-19
CCOC(=O)C1=C(C)NC2=C(C(=O)CCC2)C1c1ccsc1 (stereo unspecified),3,-7,1[fluorescence artefact?],1.1,5,-10,1[fluorescence artefact?],113,5
Cn1c(=O)c2c(nc(CN3CCOCC3)n2CCCO)n(C)c1=O,-4,-1,-6,1,-2,x,-6,109,x
CC(C)c1nc2n[nH]c(N)c2c2c1CCC2,-1,-8,-3[fluorescence artefact?],1.2,5,19,2,114,-17
CS(=O)(=O)N1CCC(C(=O)Nc2cccc(C(F)(F)F)c2)CC1,-2,-3,5,1,2,x,6,44,x
CCn1cc(S(=O)(=O)CC(=O)Nc2ccc3c(c2)OCCO3)c2ccccc21,-2,0,26,0.9,-4,x,6,97,x
C=CCn1c(=O)c(C(=O)Nc2ccccc2O)c(O)c2ccccc21,x,x,3,1.2,7,2,6,91,1
O=C(Nc1cccc(O)c1)N1CCOCC1,x,x,3,1.2,4,-2,-19,105,2
CCC(Sc1nc2ccccc2c(=O)n1CC1CCCO1)C(=O)NCc1cccnc1 (stereo unspecified),-1,-20,-7,1.1,8,13,15,113,-12
COc1ccc(N2C(=O)C3ON(C4SC(=S)N(C)C4(C)C)C(c4ccc([N+](=O)[O-])cc4)C3C2=O)cc1 (stereo unspecified),-8,4,x,x,x,15,x,x,-19
CCOC(=O)C(O)(CC(=O)Nc1cc(F)ccc1C)C(F)(F)F (stereo unspecified),x,x,-8,1.1,4,-7,1,94,9
COc1ccccc1CNc1nc2nc(C)cc(=O)n2[nH]1,-3,3,-18[fluorescence artefact?],1.1,3,5,6,104,-2
COc1ccccc1N1C(=O)c2ccccc2NC1C(OC)OC (stereo unspecified),x,x,-3[fluorescence artefact?],1.3,4,0,13,95,0
COc1ccc(N2CCN(S(=O)(=O)c3cccc(C(F)(F)F)c3)CC2)cc1,17,-18,-9,1.2,1,15,-1,103,-15
Cc1ccc(Cn2ccc(NC(=O)c3nc4ncccn4n3)n2)cc1,-2,-14,-2,1.4,2,-7,4[fluorescence artefact?],138,5
O=C(O)CC1C(=O)NCCN1Cc1ccc(F)c(F)c1 (stereo unspecified),x,x,-8,1.1,10,x,-3,104,x
CCC(=O)Oc1c(-c2ccccc2)c2nc3ccccc3nc2c2ccccc12,x,x,47[fluorescence artefact?],1.2,1,0,36[fluorescence artefact?],221*[fluorescence artefact?],2
O=C1CC(N2CCN(c3ccccc3F)CC2)C(=O)N1c1ccc2c(c1)OCCO2 (stereo unspecified),5,-2,-3,1.1,3,x,-5,98,x

# Compound activity from PubChem.
